ST2 inh: inhibitors of human ST2 (IL1RL1) binding to IL-33; Q01638; AlphaLISA ST2-Fc/biotin-IL-33 interaction, 1 h; hit rate 2.3% among 78,000; inhibition, % for hits at 17 µM; AID 1259354; in the data active = inhibition above about 30%; inconclusive = mostly about 10% to 28%
Target sequence (Q01638 whole entry, looked up): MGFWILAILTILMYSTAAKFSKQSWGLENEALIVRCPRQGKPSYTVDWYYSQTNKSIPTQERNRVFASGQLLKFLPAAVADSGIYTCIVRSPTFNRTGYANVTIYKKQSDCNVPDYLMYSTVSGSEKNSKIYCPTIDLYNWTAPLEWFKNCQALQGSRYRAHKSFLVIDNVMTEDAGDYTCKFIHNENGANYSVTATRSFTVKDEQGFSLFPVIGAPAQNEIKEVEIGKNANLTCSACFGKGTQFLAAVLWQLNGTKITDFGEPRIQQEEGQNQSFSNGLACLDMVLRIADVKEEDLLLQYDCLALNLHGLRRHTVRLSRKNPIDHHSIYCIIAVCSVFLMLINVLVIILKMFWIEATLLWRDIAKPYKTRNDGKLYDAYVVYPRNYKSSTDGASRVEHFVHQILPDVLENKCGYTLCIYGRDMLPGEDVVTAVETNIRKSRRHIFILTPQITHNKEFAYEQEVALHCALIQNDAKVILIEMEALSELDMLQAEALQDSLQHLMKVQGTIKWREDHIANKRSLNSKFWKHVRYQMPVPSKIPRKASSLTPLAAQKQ
* = called active by the depositor; i = inactive; ? = inconclusive.

Sample of the layout (6 entries):
SMILES | ST2 inh
Cn1c(=O)c(-c2ccccc2N)nc2cc3ccccc3cc21 | 32%*
CN(CC1CCN(CCc2ccc(F)cc2)CC1)C(=O)CC1CCC(=O)N1 (centres undefined) | i
Cn1ccc(CC(=O)NC2CC(C)(C)Cc3c2cnn3-c2cccc(F)c2)c1 (centres undefined) | i
COc1cc(C)c(/C=C2/N=C(c3ccccc3)OC2=O)cc1C(C)C | i
Cc1nnc(SCCNC(=O)C2CCN(c3nc(C)c4cc(C(C)C)ccc4n3)CC2)s1 | i
CCn1cnc(NC(=O)N(C)Cc2ccc(OC)cc2)n1 | i

The listing, repeating the preview:
SMILES | ST2 inh
Cn1c(=O)c(-c2ccccc2N)nc2cc3ccccc3cc21 | 32%*
CN(CC1CCN(CCc2ccc(F)cc2)CC1)C(=O)CC1CCC(=O)N1 (centres undefined) | i
Cn1ccc(CC(=O)NC2CC(C)(C)Cc3c2cnn3-c2cccc(F)c2)c1 (centres undefined) | i
COc1cc(C)c(/C=C2/N=C(c3ccccc3)OC2=O)cc1C(C)C | i
Cc1nnc(SCCNC(=O)C2CCN(c3nc(C)c4cc(C(C)C)ccc4n3)CC2)s1 | i
CCn1cnc(NC(=O)N(C)Cc2ccc(OC)cc2)n1 | i
Cc1ccc(S(=O)(=O)Nc2ccc(Cl)cc2)cc1 | ?
CN(CCc1ccccn1)Cc1ccccc1[N+](=O)[O-] | ?
CCOC(=O)c1c(NC(=O)c2noc3c2CCc2ccccc2-3)sc(C)c1C | i
COC(=O)C(NC(=O)CCc1c(C)nc2cc(-c3ccccc3)nn2c1C)C(C)C (centres undefined) | ?
Cc1ccc(C)c(NC(=O)CCNC(C)Cn2nc(C)cc2C)c1 (centres undefined) | i
CCn1cc(S(=O)(=O)N2CC(c3cccnc3)C2)c(C)n1 | ?
O=C1C2C3C=CC(C3)C2C(=O)N1c1ccc(Cl)cc1Cl (centres undefined) | ?
COc1cc(OC)cc(C(=O)N=c2sc3cccc(OC)c3n2C)c1 | i
C=CCN(CC=C)Cc1c(C)[nH]c2ccc(Cl)cc2c1=O | i
Cc1nc(CN(C)Cc2cc(C(C)(C)C)ccc2O)no1 | i
CCC(CO)NCC(O)Cn1c(C)c(C)c2ccccc21 (centres undefined) | ?
CCC1CCCCN1S(=O)(=O)c1cc(Br)ccc1Br (centres undefined) | i
O=C(Nc1cccc(C(F)(F)F)c1)c1cnc2n(c1=O)CCS2 | i
c1cc(CN(Cc2ccsc2)CC2CCCO2)c2[nH]ccc2c1 (centres undefined) | i
COC(=O)[C@@H](C)NC(=O)[C@H]1CN(S(=O)(=O)c2ccccc2)CCN1C(=O)c1cccs1 | i
Cn1ncc([N+](=O)[O-])c1C(=O)Nc1ccc(Cl)cc1 | i
CCCc1cnc(-c2ccc(OC)c3ncccc23)nc1 | ?
Cc1ccc(Cl)cc1NC(=O)COc1ccccc1 | i
Cc1cc(I)ccc1N=Cc1nc(-c2ccc(Cl)cc2)oc1O | ?
Other records follow:
SMILES | ST2 inh
COC(=O)C(C)Oc1ccc2c(C)cc(=O)oc2c1 (centres undefined) | i
CCOc1cccc2cc(C(=O)NC(C)=O)c(=Nc3ccccc3OC)oc12 | i
Cc1ccc(O)c(NC(=O)CCCn2cnc([N+](=O)[O-])n2)c1 | ?
CC1=C(C(=O)OC2CCCCC2)C(c2ccc(Cl)cc2)n2nnnc2N1 (centres undefined) | i
NC(=O)c1cccn1Cc1cccc(Cl)c1 | i
CCOC(=O)C(NS(=O)(=O)c1ccc(Br)cc1)C(C)C (centres undefined) | i
Cc1cc(NC(=O)c2noc3c2CCCCC3)no1 | ?
COc1ccccc1N1CCN(C(=O)c2cccn3c(=O)c4c5c(sc4nc23)CCCC5)CC1 | i
Cc1cccc(N2CCN(C(=O)CC3C(=O)NCCN3Cc3ccccc3F)CC2)n1 (centres undefined) | i
O=C(CSc1nc2ccccc2o1)Nc1ccccc1Cl | ?
CSc1ccc(Cl)c(C(=O)NCCc2ccc(S(=O)(=O)N3CCCCC3)cc2)c1 | ?
CCOC(=O)C(C)(C)NS(=O)(=O)c1c(C)cc(C)cc1C | i
O=C(Nc1c(-c2ccccc2)nc2ccccn12)c1ccccc1Cl | i
COc1ccc(CN2CCN(Cc3ccc4c(c3)OCO4)CC2)cc1C | i
CC(=O)N1CCC(N(C)CCCc2cnn(C)c2)CC1 | i
CC(C)(C)c1ccc(S(=O)(=O)NCc2ccc(S(N)(=O)=O)cc2)cc1 | i
Cc1ccc(-n2c(SCC(=O)c3ccc(Cl)cc3)nc3c(c2=O)SCC3)cc1 | ?
COC(=O)c1sc2ccccc2c1NC(=O)CN1C(=O)c2ccccc2C1=O | i
Cc1cccc(N2CCN(S(=O)(=O)c3ccc(Br)s3)CC2)c1C | i
O=C(O)c1ccc(CN2CCOCC2)o1 | i
O=C(NCC1CCCO1)c1ccc(CS(=O)(=O)c2c(Cl)cccc2Cl)o1 (centres undefined) | i
N#Cc1nc(-c2ccccc2)oc1N1CCOCC1 | ?
COc1cccc(OCC(O)CN2C(C)CCCC2C)c1 (centres undefined) | i
CC1=NOC(C(=O)NCCc2c[nH]c3c(C)cccc23)C1 (centres undefined) | ?
COc1ccc(CCN2C(=O)OC(C)(C)C2(C)O)cc1OC (centres undefined) | ?
Further compounds follow.
SMILES | ST2 inh
CN1CCc2cc(Cl)c(O)cc2[C@@H](c2ccccc2)C1 | i
CC(C)CNC(=O)C(=O)Nc1cccc(Cl)c1 | i
Cc1cccc(-n2ncc3c(NCc4ccc(F)cc4)ncnc32)c1 | ?
O=C(NC1CC(=O)N(c2ccccc2)C1)c1ccco1 (centres undefined) | i
CCOc1ccc(/C=C2\N=C(c3ccccc3Br)OC2=O)cc1 | ?
CC(=O)NCCC1=CCN(CC(=O)Nc2ccc(C)cc2)CC1 | i
COc1ccc2cc(C(=O)C3CCCN(C(=O)c4ccoc4C)C3)ccc2c1 (centres undefined) | i
O=C(CCN1CCCCO1)N1CCN(C2CCCCC2)C(=O)C1 | i
O=c1cc(CO)oc(CN2CCN(c3ccccc3)CC2)c1O | ?
O=C(NCCOC(=O)C1COc2ccccc2O1)c1ccncc1 (centres undefined) | i
COC(=O)[C@H](NC(=O)c1cc(-c2ccccc2)nc2ccccc12)c1ccccc1 | i
Cc1ccc(C(=O)c2c[nH]c3c(F)cc(F)cc3c2=O)cc1 | i
O=C1C2CC=CCC2C(=O)N1c1cccc(O)c1 (centres undefined) | ?
Cc1ccccc1Nc1nnc(Cc2ccc(Cl)cc2)c(=O)[nH]1 | i
O=C(CCC1N=C2c3ccccc3N=C(SCc3cccc(F)c3)N2C1=O)NCc1ccco1 (centres undefined) | ?
CCCC(=O)NC(C)c1nc2ccccc2n1C(C)C (centres undefined) | ?
CCOc1ccc(-c2csc(/C(C#N)=C/c3ccc(OC)cc3)n2)cc1 | 54%*
CCCn1cnnc1C(C)NC(=O)c1cc(C)nc2ccc(C)cc12 (centres undefined) | ?
O=S(=O)(Nc1ccccc1O)c1ccc2ccccc2c1 | i
CC(CC(=O)N1CCCc2ccccc21)c1ccccc1 (centres undefined) | i
C=CCOC(=O)C1=C(C)OC(N)=C(C#N)C1c1ccccc1Cl (centres undefined) | i
O=C(CCC(=O)Nc1ccccc1F)Nc1ccccc1F | i
Cc1ccccc1-c1cc(C(=O)N2CCCC2)c2ccccc2n1 | ?
COc1cc(-c2cc(NC(C)C)ncn2)cc(OC)c1OC | i
O=C(NCc1ccccc1)C(=O)NCC1OCCc2ccccc21 (centres undefined) | i

3 of these compounds in another layout.
molecule	ST2 inh
COc1cc(-c2cc(NC(C)C)ncn2)cc(OC)c1OC	i
O=C(NCCOC(=O)C1COc2ccccc2O1)c1ccncc1 (centres undefined)	i
COC(=O)[C@H](NC(=O)c1cc(-c2ccccc2)nc2ccccc12)c1ccccc1	i

New compounds follow:
SMILES | ST2 inh
CCc1ccccc1OC1CN(Cc2ncc[nH]2)C1 | i
COc1cc2[nH]c(=O)n(CCCC(=O)NC3CCCC3)c(=O)c2cc1OC | ?
CCCn1nnnc1NCc1ccc2c(c1)OCO2 | i
COc1ccc(CCN2CC34C=CC(O3)C(C(=O)NCc3ccc(C)cc3)C4C2=O)cc1OC (centres undefined) | i
COc1ccc(Nc2nc(-c3nnc(-c4ccc(C)cc4)o3)nc3ccccc23)cc1 | i
O=C(NC1CCC(CC2CCC(NC(=O)c3ccncc3)CC2)CC1)c1ccncc1 (centres undefined) | i
Cn1c(=O)[nH]cc(CC(=O)N2CCOC(C(F)(F)F)C2)c1=O (centres undefined) | i
Clc1ccc(C(c2ccccc2)n2ccnc2-c2cnc[nH]2)cc1 (centres undefined) | ?
CC1CC(C)CN(c2nc3c(c(=O)n(C)c(=O)n3C)n2CCSc2nc3ccccc3o2)C1 (centres undefined) | i
O=C(C1CC1)N1CCc2cc(S(=O)(=O)NCCc3ccccc3)ccc21 | i
CC(C)SCCCOc1ccccc1[N+](=O)[O-] | ?
Cc1cc(-n2ccnc2)n2c(nc3ccccc32)c1C#N | ?
O=C(CN1CCOCC1)Nc1nccs1 | i
CC1=C(C(N)=O)C(c2ccncc2)n2nc(SCc3ccccc3F)nc2N1 (centres undefined) | i
CCOc1cccc(C(=O)Nc2ccc(C)cc2[N+](=O)[O-])c1 | i
CCOC(=O)C1(CCOc2ccccc2)CCN(C(=O)C2CC(C(C)C)=NO2)CC1 (centres undefined) | i
COc1ccc(/C=C/C(=O)NC2CCCN(C3Cc4ccccc4C3)C2)cc1 (centres undefined) | i
Cc1ccc(C(=O)N2NC(c3ccccc3F)C3C(=O)N(c4cccc(C)c4)C(=O)C32)cc1 (centres undefined) | i
Cc1ccc(CN2C(=O)CSc3ccc(C(=O)NCCC(C)C)cc32)cc1 | i
CC(C)(C)c1ccc(C(=O)Nc2cccc(N3CCCS3(=O)=O)c2)cc1 | i
CC1=C(C(=O)Nc2cccc(C)n2)C(c2cccs2)C2=C(CCCC2=O)N1 (centres undefined) | i
COC(=O)c1cccc(CN2C(=O)SC(Nc3ccc(Br)cc3)C2=O)c1 (centres undefined) | i
Cc1ccc(N2CC(NC(=O)Cc3ccc(Cl)cc3)CC2=O)cc1C (centres undefined) | i
COc1ccc(CN2CCCN(CC(=O)Nc3ccc(OC)c(OC)c3)S2(=O)=O)cc1 | i
CCN(CC)S(=O)(=O)c1cccc(C(=O)Nc2cccc(C)c2)c1 | i

Compounds above with bromine:
SMILES | ST2 inh
CCC1CCCCN1S(=O)(=O)c1cc(Br)ccc1Br (centres undefined) | i
CCOC(=O)C(NS(=O)(=O)c1ccc(Br)cc1)C(C)C (centres undefined) | i
Cc1cccc(N2CCN(S(=O)(=O)c3ccc(Br)s3)CC2)c1C | i
CCOc1ccc(/C=C2\N=C(c3ccccc3Br)OC2=O)cc1 | ?
COC(=O)c1cccc(CN2C(=O)SC(Nc3ccc(Br)cc3)C2=O)c1 (centres undefined) | i

(list continues)
SMILES | ST2 inh
CCOC(=O)c1sc(=NC(=O)c2ccc(Oc3ccccc3)cc2)n(C)c1C | i
COc1ccc(NS(=O)(=O)c2ccc(NS(=O)(=O)c3ccccc3)cc2)nn1 | i
Cc1ccc(NC(=O)C2CCCC2)cc1Cl | i
COc1cc(NC(=O)NC[C@H]2O[C@@H](CO)[C@@H](O)[C@H]2N(C)CCN(C)C)cc(OC)c1 | ?
COCCN1C(=O)N(Cc2ccccc2)C2(CCN(C3CCC3)CC2)C1=O | i
O=[N+]([O-])c1cccc(-c2noc([C@@H]3Cc4nc[nH]c4CN3Cc3ccc(F)cc3)n2)c1 | ?
COc1ccc(C(=O)N2C[C@@H]3C[C@H](C2)c2c(NC(=O)c4ccc5c(c4)OCO5)ccc(=O)n2C3)cc1 | ?
N#CSC1(c2ccccc2)C(=O)c2ccccc2C1=O | i
CC1C(C#N)=C(SCC(=O)Nc2ccc(Br)cc2)NC2=C1C(=O)CC(C)(C)C2 (centres undefined) | i
Cc1ccccc1CN1CCC(O)CC1 | i
Cc1[nH]nc(CCC(=O)NC2CC(=O)N(CCc3ccccc3)C2)c1C (centres undefined) | ?
COc1cccc(OCCOc2ccc(C)cc2OC)c1 | i
CC1CCCCC1NS(=O)(=O)c1ccc2[nH]c(=O)c(=O)[nH]c2c1 (centres undefined) | i
CS(=O)(=O)c1ccc(-c2cc(C(F)(F)F)cc3[nH]cnc23)cc1 | ?
O=c1oc2ccccc2c(Nc2ccccn2)c1[N+](=O)[O-] | i
CC1CCN(S(=O)(=O)c2cccc(C(=O)NCc3ccco3)c2)CC1 | i
CC(C)c1cc(C(F)(F)F)nc(S[C@H]2CC(=O)[C@@H]3OC[C@H]2O3)n1 | i
c1cn2cc(-c3ccc4c(c3)OCO4)nc2s1 | i
CC(=O)Nc1ccc(OCc2ccccc2)cc1 | i
CCN(CC)Cc1cnc2c(C(=O)N(C)Cc3sccc3C)cnn2c1 | ?
CCOC(=O)C1=C(C)Nc2nc(SCc3ccccc3)nn2C1c1ccc(OC)cc1 (centres undefined) | i
Cc1cc(CN2CC3(CCNCC3)CC2C(=O)O)oc1C (centres undefined) | ?
CN(C)C(=O)c1cc(F)c(F)c(F)c1F | i
Cc1ccc(C(=O)Nc2ccc(NC(=O)CC3CNCCO3)cc2)o1 (centres undefined) | i
Cn1c(=O)c2c(SCc3ccc(F)cc3)nc(-c3ccco3)nc2n(C)c1=O | ?
The results go on.
SMILES | ST2 inh
COc1ccc(C)cc1Cn1c(S(C)(=O)=O)nc2ccccc21 | ?
Cn1c(=O)[nH]c(=O)c2c1nc(N1CCCC1)n2CCSc1ncccn1 | i
CC(C)(O)C#Cc1ccc(C(=O)N2CCN(C(c3ccccc3)c3ccccc3)CC2)cc1 | i
COc1ccc(C=NCCN=Cc2ccc(OC)cc2)cc1 | i
Cc1cc(=O)n2cccc(O)c2n1 | i
COc1ccc(C(=O)Nc2ccc(Cc3ccncc3)cc2)cc1OC | i

From PubChem BioAssay

Only part of the results is shown. The share of hits here may be higher or lower than overall.
